Assay outcomes (PubChem BioAssay)
thrombin 1536: thrombin (human) inhibition; P00734; alpha-thrombin, Boc-VPR-AMC fluorogenic substrate cleavage; inhibition, % at 5 µM; 220,000 compounds, 0.26% hits; AID 1046;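 active means inhibition at or above 40%; inactive means inhibition below 40%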;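 further: 0% = enzyme with no compound and 100% = wells without enzyme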
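Test system: human alpha-thrombin; medium: pH 7.5 Tris-saline with Tween 20; times: reaction at room temperature; signal: AMC fluorescence at 355 nm excitation and 460 nm emission; also added: Boc-VPR-AMC substrate, 15 µM final; dosing: one concentration per compound, 5 µM, with 0.2% DMSO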
Wee1 degr inh: blocks degradation of human Wee1 kinase; HeLa Luc-Wee1K328M stability, luciferase luminescence; 100% = proteasome inhibitor MG132 effect; reporter increase, % at 5 µM; P30291; 220,000 compounds, 1.2% hits; AID 1321;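 active means activation above the mean of all tested compounds plus 3 SD, set per screening run, cut at about 8.8% in these data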;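 further: cells exposed to compound for 20 h before luminescence read; 0% = DMSO alone and 100% = MG132 at 30 µM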
14-3-3 Bad PPI: disrupts binding of bovine 14-3-3 zeta to phospho-Bad peptide. P63103. TR-FRET 14-3-3zeta/Dy647-pBad peptide displacement, 1 h. inhibition, % at 21.7 µM. 220,000 compounds, 0.71% hits;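 active means inhibition above about 70%, limit read from the data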;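 further: 0% = full 14-3-3 plus peptide FRET controls and 100% = background without 14-3-3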
Target sequence (P63103 whole entry, looked up): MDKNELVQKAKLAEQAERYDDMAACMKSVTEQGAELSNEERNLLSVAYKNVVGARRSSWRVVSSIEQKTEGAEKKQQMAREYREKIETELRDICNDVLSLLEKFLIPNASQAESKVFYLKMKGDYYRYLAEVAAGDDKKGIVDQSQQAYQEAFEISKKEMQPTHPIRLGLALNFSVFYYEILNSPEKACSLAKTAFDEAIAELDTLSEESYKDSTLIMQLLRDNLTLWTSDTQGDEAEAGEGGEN
Runt-SMMHC FRET: inhibitors of human RUNX1 Runt domain binding to CBFb-SMMHC | Q01196+Q13951 | Cerulean-Runt/Venus-CBFb-SMMHC FRET ratio 530/480, 1 h | inhibition, % at 20 µM | 220,000 compounds, 0.74% hits | AID 1434;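 active means mean inhibition across duplicate retests at 20 µM reaching about 50%, limit read from the data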;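 further: 0% = DMSO wells and 100% = wells with excess untagged CBFb-SMMHC; inhibitors lower the FRET ratio by blocking Runt binding to CBFb-SMMHC; some results filed as inactive read as strong as hits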
FXIIa inh 1536: blocks human coagulation factor XIIa protease activity. purified FXIIa, Boc-QGR-AMC fluorogenic substrate, 2 h. 220,000 compounds, 0.3% hits. inhibition, % at 5 µM; in the data active means inhibition above about 40%;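 further: 0% = enzyme with no compound and 100% = blank without enzyme; many of its hits are not listed in these tables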
Hck-Nef inh: inhibitors of human Hck kinase activated by Nef; inhibition, % at 20 µM; Recombinant Hck-YEEI plus Nef, Z-Lyte FRET kinase assay; 220,000 compounds, 0.68% hits;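 active means Hck-Nef kinase inhibition above about 50%, limit read from the data; inactive means inhibition below that limit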;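 further: 0% = DMSO with Hck plus Nef and 100% = Hck alone without Nef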
KLK5 inh: inhibitors of human kallikrein 5 | Q9Y337 | recombinant hK5, fluorogenic AMC substrate cleavage | inhibition, % at 5 µM | 210,000 compounds, 0.59% hits | AID 873;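 active means inhibition of 40% or more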;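 further: 0% = enzyme controls without compound and 100% = no-enzyme blanks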
FXIa inh 1536: inhibitors of human coagulation factor XIa | P03951 | purified FXIa, Boc-Glu-Ala-Arg-AMC fluorogenic substrate | inhibition, % at 5 µM | 220,000 compounds, 0.14% hits;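 active means inhibition of at least 40%; inactive means inhibition below 40%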;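 further: fluorescence of freed AMC excited at 355 nm; 0% = enzyme without compound and 100% = no enzyme blank; many of its hits are not listed in these tables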
Target sequence (P03951 19-387 limits assumed): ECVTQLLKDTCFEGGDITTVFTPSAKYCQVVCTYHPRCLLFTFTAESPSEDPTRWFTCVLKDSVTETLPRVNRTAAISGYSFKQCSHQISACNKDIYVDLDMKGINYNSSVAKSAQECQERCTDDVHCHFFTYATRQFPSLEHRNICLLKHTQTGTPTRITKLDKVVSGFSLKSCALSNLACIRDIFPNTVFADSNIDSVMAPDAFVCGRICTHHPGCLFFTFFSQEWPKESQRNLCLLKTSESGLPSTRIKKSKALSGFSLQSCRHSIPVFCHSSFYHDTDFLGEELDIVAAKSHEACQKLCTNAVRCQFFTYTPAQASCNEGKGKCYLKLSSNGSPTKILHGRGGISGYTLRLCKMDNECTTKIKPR
Target sequence (P03951 388-625 limits assumed): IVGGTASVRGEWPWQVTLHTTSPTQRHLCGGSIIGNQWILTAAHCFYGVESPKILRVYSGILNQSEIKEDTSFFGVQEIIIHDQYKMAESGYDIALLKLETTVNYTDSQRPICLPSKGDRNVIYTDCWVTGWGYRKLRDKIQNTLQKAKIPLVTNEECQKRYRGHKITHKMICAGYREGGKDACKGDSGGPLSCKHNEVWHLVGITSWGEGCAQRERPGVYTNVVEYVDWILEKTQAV
Runt-CBFb FRET: Runt domain-CBFb interaction inhibition | 220,000 compounds, 0.46% hits | Cerulean-Runt/Venus-CBFb FRET ratio 530/480, 1 h | Q01196+Q13951 | inhibition, % at 20 µM;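 active means inhibition over about 50% at 20 µM in the single-dose screen, limit read from the data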;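 further: 0% = DMSO wells and 100% = excess unlabeled CBFb competitor control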
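Measured by: fluorescence energy transfer, 422 nm excitation, 530/480 nm emission; test system: Cerulean-tagged RUNX1 Runt domain (FRET donor) fusion protein; buffer or medium: Tris pH 7.5 buffer with BSA; compound: one dose, 20 µM compound, 1% DMSO; times: two 1 h room-temperature incubations shielded from light; benchmarks: unlabeled CBFb 5 µM, positive control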
* = called active by the depositor; . = no result given; [ ] = another dose, or the depositor's remark.

SMILES	thrombin 1536	Wee1 degr inh	14-3-3 Bad PPI	Runt-SMMHC FRET	FXIIa inh 1536	Hck-Nef inh	KLK5 inh	FXIa inh 1536	Runt-CBFb FRET
Cc1ccc(C(=O)NCCNC(=O)CN2CCOCC2)cc1	-2	-1	-3	2	8	2	5	-5	-2
Cc1ccc(-n2nc3ccc(NC(=O)/C=C/c4ccco4)cc3n2)cc1C	3	1	12	2	13	5	-7	3	11
O=C(COC(=O)C1CC2C=CC1C2)Nc1cccc(S(=O)(=O)N2CCOCC2)c1 (stereo not drawn)	-3	-2	6	-8	4	7	1	2	1
COc1ccc(-n2c(=O)[nH]c3c(C(N)=O)nc(C4CCCCC4)nc32)cc1	-1	-4	-9	0	6	15	-1	-8	-5
Cn1ncc2c(Nc3ccc(O)cc3)nc(Cl)nc21	-9	1	-9	-5	0	13	5	4	2
Oc1ccc(Cc2ccc(Cl)cc2)c(O)c1	-6	1	-4	0	5	11	-2	0	-2
CN1CCN(/N=C/c2ccc(C#N)cc2)CC1	-1	3	0	-2	7	-6	2	-1	-2
Nc1nnnn1CC(=O)N/N=C/c1cccs1	0	3	7	-2	12	13	4	-1	0
CCCCN(CCCC)C(=O)/C=C/c1cccc([N+](=O)[O-])c1	5	-2	-3	0	-9	0	-14	-17	1
Cn1c(SCC(=O)NC2CCCCC2)nnc1-c1cc2cc(Cl)ccc2o1	-4	1	21	3	13	-11	-1	8	0
COc1cccc(/C=N/NC(=O)c2cnccn2)c1	-5	3	14[fluorescence artefact?]	-4	11	7	0	7	-1
CNC(=O)c1sccc1-n1cccc1	1	-2	-1	-1	12	0	-6	3	0
Oc1c(N=NC(=S)Nc2ccccc2F)c2ccccc2n1Cc1ccccc1F	4	-1	-16	-6	15	5	.	6	0
O=C(CN(CCc1ccccc1)C(=O)CNS(=O)(=O)c1ccc(F)cc1)NCC1CCCO1 (stereo not drawn)	-5	-1	4	3	4	1	-12	-7	0
COc1cccc(-c2nn(C)c3sc(C(=O)NCc4ccc5c(c4)OCO5)cc23)c1	0	-3	-2	2	15	0	-4	5	-5
O=C(NCCCN1CCOCC1)c1ccc(Br)s1	5	0	17	-6	4	14	-23	0	2
Cn1c(C2=C(O)CN(c3ccccc3)C2=N)nc2ccccc21	-3	4	-16	3	15	24	2	1	1
CCc1nnc(NC(=O)CCC(=O)N2CCN(C3c4ccccc4-c4ccccc43)CC2)s1	-9	-2	0	-5	6	6	-13	2	-11
COc1cccc(Cc2n[nH]c(=S)n2Cc2ccco2)c1	-2	0	3	5	3	3	-1	1	7
CCOC(=O)C1CCN(CCC(=O)Nc2cccc(Cl)c2)CC1	4	0	-17	-5	16	3	-7	4	-1

Next section, overlapping the part above by 7 compounds.
SMILES	thrombin 1536	Wee1 degr inh	14-3-3 Bad PPI	Runt-SMMHC FRET	FXIIa inh 1536	Hck-Nef inh	KLK5 inh	FXIa inh 1536	Runt-CBFb FRET
O=C(CN(CCc1ccccc1)C(=O)CNS(=O)(=O)c1ccc(F)cc1)NCC1CCCO1 (stereo not drawn)	-5	-1	4	3	4	1	-12	-7	0
COc1cccc(-c2nn(C)c3sc(C(=O)NCc4ccc5c(c4)OCO5)cc23)c1	0	-3	-2	2	15	0	-4	5	-5
O=C(NCCCN1CCOCC1)c1ccc(Br)s1	5	0	17	-6	4	14	-23	0	2
Cn1c(C2=C(O)CN(c3ccccc3)C2=N)nc2ccccc21	-3	4	-16	3	15	24	2	1	1
CCc1nnc(NC(=O)CCC(=O)N2CCN(C3c4ccccc4-c4ccccc43)CC2)s1	-9	-2	0	-5	6	6	-13	2	-11
COc1cccc(Cc2n[nH]c(=S)n2Cc2ccco2)c1	-2	0	3	5	3	3	-1	1	7
CCOC(=O)C1CCN(CCC(=O)Nc2cccc(Cl)c2)CC1	4	0	-17	-5	16	3	-7	4	-1
Cc1cc(NC(=O)COC(=O)c2oc3c(Cl)cccc3c2C)no1	-5	0	6	0	6	6	-9	-1	0
C=CCNc1nc(C2(C)CC3(CC(C)(C)OC3=O)C(=O)O2)cs1 (stereo not drawn)	-6	0	-9	-2	-5	2	-11	-9	-2
COc1ccc(/C(C)=N/NC(=O)c2ccc(CSc3cccc4cccnc34)cc2)cc1OC	0	-1	21[fluorescence artefact?]	-7	17	-1	-9	6	-3
CCn1cc(Cl)c(C(=O)Nc2ccc3c(c2)OCCO3)n1	-7	6	-9	-2	6	23	-1	-2	3
O=C(NCc1ccc(Cl)cc1)c1ccccc1Oc1ccccc1	1	-2	14	-8	10	-1	-6	5	-1
CCc1cccc(C)c1NC(=S)NCc1cccn1C	-2	0	-17	-6	9	2	-26	3	1
CC(C#N)(Nc1ccc(Cl)cc1)c1cccnc1 (stereo not drawn)	-10	2	12	1	-4	1	-9	-10	-2
C[C@@H](C(=O)N[C@@H](Cc1c[nH]c2ccccc12)C(=O)O)n1nnc2ccccc2c1=O	-2	-1	-4	1	10	24	-3	-1	1
CC(=O)OC1CCC(OC(C)=O)c2c1n([O-])c(C)c(C)[n+]2=O (stereo not drawn)	-3	11*	-1	-2	-5	3	2	-5	-1
O=[N+]([O-])c1cccc(NC2=NCCC2)c1	3	0	-9	-3	12	8	2	1	-2
CCOC(=O)N1CCC(NC(=O)C2CCN(C(=O)N3CC(C)Oc4ccc(C)cc43)CC2)CC1 (stereo not drawn)	-1	-2	14	-5	11	1	-10	4	1
CCN1C(=S)SC(=O)C1=C1C=C(C)OC(C)=C1	0	3	-1	-128	13	-5	13	0	-181
COCCOC(=O)c1c(C)oc2ccc(OC(=O)c3c(OC)cccc3OC)cc12	7	1	2	-4	6	0	-7	-5	-3
Cc1ncc(CN2CCN(Cc3ccc(F)cc3)C(CCO)C2)s1 (stereo not drawn)	-11	-2	-15	.	5	28	1	-3	.
Cc1csc(SCCn2c(Br)nc3c2c(=O)[nH]c(=O)n3C)n1	0	1	-2	2	14	1	-1	3	.
CCN1CCN(C(=O)c2cc3c(s2)-c2ccccc2S(=O)(=O)C3)CC1	-4	-3	3	-4	7	-1	-1	1	-1
NC(=O)CN1CCN(C2CC(=O)N(CCc3ccccc3)C2=O)CC1 (stereo not drawn)	-4	0	-10	4	6	18	-38	-7	3
CCOc1ccc(C2=Nn3c(nnc3-c3ccccc3)SC2)cc1Cl	0	0	8	1	7	4	-7	0	1
CC(C)CCNc1nc2c(c(=O)n(Cc3cccc(F)c3)c(=O)n2C)n1C	5	-1	-10	2	11	3	-28	0	-3
COc1ccc(C(=O)/C=C/Nc2ccc(S(N)(=O)=O)cc2)cc1OC	-1	0	-13	38	8	10	1	4	18
CSCCC(NS(=O)(=O)c1ccc(Br)cc1)C(=O)OCC(=O)NC1CC1 (stereo not drawn)	-1	-3	-6	4	3	4	-2	-3	0
CC1CC(C)(C)NC(=S)N1CC(=O)N1CCN(Cc2ccccc2)CC1 (stereo not drawn)	2	1	-2	-2	13	8	2	1	1
N#CC1=C(N)N(c2ccc(F)cc2)C2=C(C1c1ccc(O)cc1)S(=O)(=O)CC2 (stereo not drawn)	4	-2	-3	22	12	42	4	1	19
CN(C(=O)CSc1ncnc2sc(-c3ccccc3)cc12)C1CCS(=O)(=O)C1 (stereo not drawn)	5	-2	-5	2	1	19	-3	-4	1
CCOc1ccc(OCC)c(NS(=O)(=O)c2ccc3c(c2)CCN3C(=O)C2CCC2)c1	-1	1	15	-3	15	-2	-29	7	-1
CCC(C)(C)NC(=O)C(c1ccc(F)cc1)N(Cc1ccc(OC)cc1)C(=O)c1cnccn1 (stereo not drawn)	-1	-6	3	1	9	21	0	-3	0
N#Cc1c(Nc2ccccc2C(F)(F)F)s[nH]c1=O	-2	-1	0	16	10	-109	-1	1	26
O=C(c1ccc(Cl)c(S(=O)(=O)N2CCOCC2)c1)N(c1ccccn1)C1CCCCC1	-1	-2	-12	1	10	21	1	6	-1
CN(C)S(=O)(=O)c1ccc(C(=O)NCC(=O)N/N=C/c2ccccc2Cl)cc1	-5	-2	-1	-5	-1	24	-5	-3	4
O=C1CC(N2CCSCC2)C(=O)N1c1ccccc1 (stereo not drawn)	-4	1	6	1	3	13	0	-2	-1
Cc1sc(N)c(C(=O)c2ccccc2)c1C	.	-1	-15	11	2	26	-2	1	10
O=C1NC2C(NC(=O)N2C2CCCCC2)N1C1CCCCC1 (stereo not drawn)	-4	2	0	1	-1	1	-3	3	0
COC(=O)C1=C(C)NC2=C(C(=O)CC(c3cccs3)C2)C1c1ccsc1 (stereo not drawn)	-3	1	-9	24	-8	7	-27	-8	7
O=C(Nc1ccccc1)c1ccc2c(c1)OCCO2	1	0	-1[fluorescence artefact?]	-1	15	2	-9	1	1
CC(=O)c1ccc(S(=O)c2ccccc2)cc1 (stereo not drawn)	-15	-1	17	0	1	-1	2	-10	2
CCN(CC(=O)Nc1ccc(OC)cc1)CC(=O)Nc1ccc(Br)cc1F	-2	-2	-6	0	8	7	14	-1	-3

Single values from above.
Result of O=C(Nc1ccccc1)c1ccc2c(c1)OCCO2 under Runt-CBFb FRET: 1
Result of CCN(CC(=O)Nc1ccc(OC)cc1)CC(=O)Nc1ccc(Br)cc1F under Hck-Nef inh: 7

Reprinted at random: 3 compounds from above
SMILES	thrombin 1536	Wee1 degr inh	14-3-3 Bad PPI	Runt-SMMHC FRET	FXIIa inh 1536	Hck-Nef inh	KLK5 inh	FXIa inh 1536	Runt-CBFb FRET
COC(=O)C1=C(C)NC2=C(C(=O)CC(c3cccs3)C2)C1c1ccsc1 (stereo not drawn)	-3	1	-9	24	-8	7	-27	-8	7
CSCCC(NS(=O)(=O)c1ccc(Br)cc1)C(=O)OCC(=O)NC1CC1 (stereo not drawn)	-1	-3	-6	4	3	4	-2	-3	0
CCN(CC(=O)Nc1ccc(OC)cc1)CC(=O)Nc1ccc(Br)cc1F	-2	-2	-6	0	8	7	14	-1	-3
